Efflux pump mplx – blocks antifungal efflux pumps in multiplex yeast assay | 330,000 tested, 0.44% active | inhibition, % at 10 µM | AID 485275 | S. cerevisiae Candida pump triplex, Nile Red efflux;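 active means plate passing quality check with inhibition over a set limit, or well fluorescence over plate mean plus 4 SD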;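 further: Nile Red retained in pooled yeast measured as flow cytometry median fluorescence; 0% = buffer negative control and 100% = Enniatin B positive control; higher means more Nile Red kept so more efflux inhibition; some compounds called inactive have numbers as strong as hits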
PREPL inh – inhibitors of human prolyl oligopeptidase-like enzyme PREPL; Q4J6C6; 320,000 tested, 0.68% active; recombinant PREPL, fluorescence polarization activity-based probe; inhibition, % at 5.96 µM; in the data active means inhibition above about 43%;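 further: 0% = enzyme with DMSO and 100% = wells lacking enzyme; many of its hits are not listed in these tables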
Target sequence (Q4J6C6 whole entry, looked up): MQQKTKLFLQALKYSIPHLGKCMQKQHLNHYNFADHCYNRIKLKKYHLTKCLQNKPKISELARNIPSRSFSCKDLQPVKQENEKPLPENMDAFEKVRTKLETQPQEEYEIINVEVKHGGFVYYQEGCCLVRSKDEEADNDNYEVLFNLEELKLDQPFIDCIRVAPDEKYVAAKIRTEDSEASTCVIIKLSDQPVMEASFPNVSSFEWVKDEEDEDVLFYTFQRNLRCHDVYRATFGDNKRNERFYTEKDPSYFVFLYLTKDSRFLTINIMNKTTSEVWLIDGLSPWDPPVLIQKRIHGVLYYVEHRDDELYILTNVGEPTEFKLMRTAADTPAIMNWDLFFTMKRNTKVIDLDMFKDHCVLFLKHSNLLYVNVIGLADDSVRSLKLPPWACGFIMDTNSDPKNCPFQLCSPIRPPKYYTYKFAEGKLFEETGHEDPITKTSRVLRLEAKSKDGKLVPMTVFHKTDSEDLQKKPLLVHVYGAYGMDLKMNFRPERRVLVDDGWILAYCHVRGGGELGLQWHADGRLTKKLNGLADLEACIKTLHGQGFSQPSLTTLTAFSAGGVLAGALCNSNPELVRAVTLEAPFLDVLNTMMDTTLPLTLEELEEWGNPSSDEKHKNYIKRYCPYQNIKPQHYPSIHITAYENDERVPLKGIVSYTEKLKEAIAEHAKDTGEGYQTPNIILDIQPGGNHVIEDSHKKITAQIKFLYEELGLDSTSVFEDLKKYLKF
The depositor's hits bear a star. This is a subset (hit frequency here may not be typical).

SMILES	Efflux pump mplx	PREPL inh
COc1cc(OC)cc(-c2c(C#Cc3ccsc3)c3cc(-c4ccc(N(C)C)nc4)ccc3n2C)c1	0.1	16
C[C@H](CO)N1C[C@H](C)[C@@H](CN(C)S(=O)(=O)c2ccccc2)Oc2c(NC(=O)NC3CCCCC3)cccc2C1=O	0.1	15
O=C(C[C@@H]1C/C=C\CC[C@@H](Cc2ccc(F)cc2)C(=O)OC[C@@H]2CCCN2C1=O)NCCO	-0.2	31
COc1cc(C(=O)NCC(=O)N2CCN(S(=O)(=O)c3ccccc3C(F)(F)F)CC2)cc(OC)c1OC	0.1	41
Cc1ccc2c(c1)-n1c(nc3ccccc3c1=O)C(CC(C)C)NC2=O (configuration not stated)	-0.1	-3
COc1ccc(OC)c(C=NNC(=O)c2ccccc2NS(=O)(=O)c2cccs2)c1	-0.2	4
COc1ccc(S[C@@H](CCN2CC[C@H](NC(=O)OCc3ccccc3)CCC2=O)c2ccccc2)cc1	0.2	1
CCN(CC)S(=O)(=O)c1cccc(C(=O)N[C@H](C(=O)NC2=NCCS2)C(C)C)c1	0.1	6
Nc1c(N(CCO)C(=O)C2CCCC2)c(=O)[nH]c(=O)n1Cc1ccccc1	-0.2	15
COc1ccc(C(=O)NNC(=O)Cc2coc3cc(OC)ccc23)cc1	0.0	2
O=C(COC(=O)c1cccnc1Cl)NC1CCCc2ccccc21 (configuration not stated)	0.4	2
Nc1ncnc2c1C(c1ccccc1)c1c(ccc3ccccc13)O2 (configuration not stated)	0.2	1
COC(=O)c1ccc(C)c(NC(=O)CCCN2C(=O)CN(C)C2=O)c1	0.2	21
COc1ccc([C@@H]2CC=C(C(=O)O)[C@H](c3ccc(Br)cc3)N2S(=O)(=O)c2ccccc2C)cc1	-0.2	6
CC1CN(S(=O)(=O)c2ccc(C(=O)NC3CCCCC3)cc2)CC(C)O1 (configuration not stated)	-0.1	26
O=C(CCCN1C(=O)/C(=C/c2ccccc2OC(F)F)SC1=S)Nc1cccnc1	-0.1	-2
N#CCCN(C(=O)COC(=O)c1n[nH]c2ccccc12)c1ccccc1	-0.2	8
CC(OC(=O)c1cccnc1Cl)C(=O)Nc1ccc2c(c1)OCO2 (configuration not stated)	0.5	3
CCOC(=O)c1c(C)[nH]c(C(=O)COC(=O)CCNS(=O)(=O)c2ccc(NC(C)=O)cc2)c1C	-0.4	4
Cc1cc(C(=O)OCC(=O)N2CCOCC2)c(C)n1-c1ccccc1	-0.1	3
NC(=O)c1ccsc1NC(=O)COC(=O)c1cccnc1Cl	-0.1	0
C=CC[C@H](CC(=O)OC(C)(C)C)C(=O)OC[C@@H]1CCCN1C(=O)[C@H](CC=C)CC(=O)N[C@H](CO)Cc1ccccc1	0.4	30
Cc1nn(-c2ccccc2)c(C)c1CNC(=O)c1ccc(S(=O)(=O)NCc2ccco2)cc1	-0.2	-5
CC(C)(C)OC(=O)NCCCC[C@H](NC(=O)c1[nH]cnc1C(=O)N[C@@H](Cc1ccccc1)C(=O)OCc1ccccc1)C(=O)OC(C)(C)C	0.4	-19
O=C(NC1CC1)c1cc(=S)[nH]c2ccccc12	0.1	12
O=C(COc1cccnc1[N+](=O)[O-])Nc1cc(Cl)ccc1Cl	0.3	1
O=C(OCC(=O)N1CCc2ccccc21)[C@@H]1CC(O)CN1S(=O)(=O)c1ccccc1[N+](=O)[O-] (some centres not stated)	0.0	6
CC(C)=CCC/C(C)=C/COc1c2occc2cc2ccc(=O)oc12	-0.1	15
COc1cc(/C=C/C(=O)OCC(=O)NNC(=O)c2cc(Cl)ccc2OC)ccc1O	0.4	-3
COc1ccc(C(=O)N2CCN(c3ccc(C(C)=O)cc3)CC2)cc1S(=O)(=O)N1CCCC1	0.1	12
CCN1C(=O)c2cccc3c(S(=O)(=O)N4CCNCC4)ccc1c23	-0.2	-7
COc1ccc(NC(=O)N(C)C[C@H]2Oc3ccc(NC(=O)C4CC4)cc3C(=O)N([C@H](C)CO)C[C@@H]2C)cc1	-0.1	13
Cc1ccccc1-c1nnc(SCC(=O)NC2CCS(=O)(=O)C2)n1C (configuration not stated)	0.0	3
CCOC(=O)C1=C(COC(=O)COc2ccccc2C=O)NC(=O)NC1C (configuration not stated)	0.5	11
C=CCC[C@H](Cc1ccc(F)cc1)C(=O)OC[C@H](Cc1c[nH]c2ccccc12)NC(=O)[C@@H](CC=C)CC(=O)N(CCO)Cc1ccccc1	1.6	12
CC(C)N(C(=O)COC(=O)c1cccnc1Cl)c1ccccc1	0.2	-1
COc1ccccc1CCC(=O)OCC(=O)NCc1ccc(OC)c(OC)c1	0.0	3
Oc1c(CNc2ccccc2)cc(COCc2ccccc2)c2cccnc12	0.4	17
CC1CN(C(=O)COC(=O)c2cccc(S(=O)(=O)N3CCc4ccccc43)c2)CC(C)O1 (configuration not stated)	0.1	2
CCc1ccc2nc(NC(=O)CN3C(=O)NC4(CCCC4)C3=O)sc2c1	0.1	-6
COc1cc(OC)cc(-c2oc(=O)c3cc(OC)c(OC)cc3c2C#CCCO)c1	0.1	5
CC1CCN(C(=O)c2[nH]cnc2C(=O)Nc2ccccc2)CC1	-0.2	14
CCc1cccc(NC(=O)C2CCN(c3ncnc4sc(C)c(C)c34)CC2)c1	-0.1	16
CC(C(=O)OCC(=O)NC1CCCCC1)N1C(=O)c2ccccc2C1=O (configuration not stated)	0.0	5
O=C(NC(=S)Nc1cccc(O)c1)C1CCCCC1	0.1	-1
COc1ccc(C2=Nn3c(nnc3-c3ccccc3OC)SC2)cc1OC1CCCC1	0.1	22
C=CC[C@H](CC(=O)NCCO)C(=O)N[C@@H](COC(=O)[C@@H](CC=C)Cc1ccc(F)cc1)Cc1c[nH]c2ccccc12	-0.3	2
Cc1noc(NS(=O)(=O)c2ccc(NC(=O)c3cccc(S(=O)(=O)Nc4ccccc4F)c3)cc2)c1C	-0.1	1
O=S(=O)(c1ccc2ccccc2c1)N1CCN(S(=O)(=O)c2c(F)cccc2F)CC1	-0.1	10
Cc1csc(CNc2ncnc3ccc(-c4cccnc4)cc23)c1	0.1	-6

Quoted from the results shown for reference:
SMILES	Efflux pump mplx	PREPL inh
COc1cc(OC)cc(-c2oc(=O)c3cc(OC)c(OC)cc3c2C#CCCO)c1	0.1	5
CC1CCN(C(=O)c2[nH]cnc2C(=O)Nc2ccccc2)CC1	-0.2	14
CCc1cccc(NC(=O)C2CCN(c3ncnc4sc(C)c(C)c34)CC2)c1	-0.1	16
CC(C(=O)OCC(=O)NC1CCCCC1)N1C(=O)c2ccccc2C1=O (configuration not stated)	0.0	5
O=C(NC(=S)Nc1cccc(O)c1)C1CCCCC1	0.1	-1

Following part:
SMILES	Efflux pump mplx	PREPL inh
CCN(c1ccccc1)S(=O)(=O)c1ccc(C(=O)N(C)Cc2cccs2)cc1	0.5	10
CC1(C)CC[C@]2(C(=O)O)CC[C@]3(C)C(=CC[C@@H]4[C@@]5(C)CC[C@H](O[C@@H]6O[C@H](C(=O)O)[C@@H](O)[C@H](O[C@@H]7OC[C@H](O)[C@H](O)[C@H]7O)[C@H]6O)C(C)(C)[C@@H]5CC[C@]43C)[C@@H]2C1	0.9	14
C=CC[C@@H](CC(=O)N[C@H](CO)Cc1ccccc1)C(=O)NCCOC(=O)[C@@H](CC=C)Cc1ccc(F)cc1	-0.1	25
O=C(Nc1cc(C(F)(F)F)ccc1N1CCOCC1)C1CCCO1 (configuration not stated)	0.0	16
O=C(CCC(=O)c1cccs1)NCc1ccccc1Cl	0.0	19
CN(C)C(CNC(=O)c1cc2ccccc2o1)c1ccco1 (configuration not stated)	0.0	3
COc1ccccc1CN(C)C(=O)CSCC(=O)Nc1ccccc1F	0.2	2
CC(C)(C)OC(=O)NCCCCCNC(=O)c1nc[nH]c1C(=O)NCC(=O)OCc1ccccc1	0.3	1
O=C(COC(=O)c1cnccn1)Nc1ncc(C(F)(F)F)cc1Cl	0.0	24
O=C(CN1C(=O)NC2(CCCCC2)C1=O)Nc1ccc(N2CCCCC2)cc1	-0.2	18
CCCC(C(=O)NNC(=O)c1ccncc1)c1ccccc1 (configuration not stated)	0.0	-7
COc1ccccc1NC(=O)c1ccc(NC(=O)C2CC2C)cc1 (configuration not stated)	0.4	16
Cc1ccc(NC(=O)c2nc3nccc(C)n3n2)cc1S(=O)(=O)N1CCCCC1	0.0	10
O=C(OCC(=O)c1ccc[nH]1)c1ccc(F)c(S(=O)(=O)N2CCOCC2)c1	0.4	9
COc1cc(C=NNC(=O)c2ccccc2NS(=O)(=O)c2cccs2)cc(OC)c1O	0.2	8
COc1ccc(CC(=O)OCC(=O)Nc2ccc(Cl)cc2C)cc1	0.0	-2
O=C1Cc2cc(S(=O)(=O)Nc3ccc(N4CCOCC4)cc3)ccc2N1	0.0	18
CCN(C[C@H]1N[C@@](C)(C(=O)OC)[C@H]2C(=O)N(C)C(=O)[C@@H]12)S(=O)(=O)c1ccc(C)cc1	-0.2	1
Cc1ccc(NC(=O)COC(=O)c2ccc(-n3nc(C)cc3C)cc2)c(F)c1	-0.3	4
Cc1nnc(SCC(=O)NCC2CCCO2)n1Cc1ccccc1 (configuration not stated)	-0.1	11

A second format for three compounds above.
Values in the order: Efflux pump mplx, PREPL inh
- COc1cc(C=NNC(=O)c2ccccc2NS(=O)(=O)c2cccs2)cc(OC)c1O
→ 0.2, 8
- COc1ccc(CC(=O)OCC(=O)Nc2ccc(Cl)cc2C)cc1
→ 0.0, -2
- O=C1Cc2cc(S(=O)(=O)Nc3ccc(N4CCOCC4)cc3)ccc2N1
→ 0.0, 18

The list continues.
SMILES	Efflux pump mplx	PREPL inh
COc1ccc(NC(=O)COC(=O)C23CC4CC(CC(NC(C)=O)(C4)C2)C3)cc1S(=O)(=O)N1CCOCC1	0.0	-9
C[C@@H]1CC[C@]2(C(=O)O)CC[C@]3(C)C(=CCC4[C@@]5(C)CC[C@H](O)[C@@](C)(C(=O)O)C5CC[C@]43C)C2[C@]1(C)O (some centres not stated)	0.0	26
C[C@H](CO)N1C[C@H](C)[C@@H](CN(C)Cc2ccc(C(=O)O)cc2)Oc2c(NS(=O)(=O)c3ccc(F)cc3)cccc2C1=O	-0.6	29
O=C(/C=C/c1ccc(F)cc1)Nc1cccc(S(=O)(=O)N2CCOCC2)c1	-0.3	8
CCN(CC)S(=O)(=O)c1cc(NC(=O)CCc2c(C)noc2C)ccc1C	0.0	18
CC(C)C[C@H]1CN=C(Nc2ccccc2)N1CCc1cccc(F)c1	0.5	-14
O=C(NC(=S)N1CCCC(O)C1)c1ccco1 (configuration not stated)	0.2	16
COC(=O)[C@]1(Cc2ccccc2)N[C@H](CN(C)C(=O)COc2ccccc2)[C@@H]2C(=O)N(Cc3ccccc3)C(=O)[C@@H]21	0.2	20
CN(CC(=O)NCCc1ccc(S(N)(=O)=O)cc1)CC(=O)Nc1ccccc1C(F)(F)F	-0.3	19
Cc1ccc(-c2nnc(SCC(=O)NC3CCCC3)n2N)cc1	0.0	0
O=C(COC(=O)c1cc(S(=O)(=O)N2CCCC2)ccc1O)Nc1ccccc1Br	0.1	15
C=C1[C@@H](O)[C@@H]2O[C@]3(CC[C@H](/C=C/[C@@H](C)[C@@H]4CC(C)=CC5(O[C@H](C[C@@](C)(O)C(=O)OC)CC[C@H]5O)O4)O3)CC[C@H]2O[C@@H]1[C@@H](O)C[C@H](C)[C@H]1OC2(CCCCO2)CC[C@H]1C (some centres not stated)	0.5	0
C=CC[C@H](CC(=O)N(CCO)Cc1ccccc1)C(=O)N[C@H](COC(=O)[C@@H](CC=C)CC(=O)OC(C)(C)C)Cc1c[nH]c2ccccc12	-0.2	0
COc1ccc(CC(=O)OCC(=O)NNC(=O)c2ccccc2)cc1	0.6	22
COCCN(CC(=O)Nc1cccc(C)c1C)C(=O)C1(c2ccccc2)CC1	-0.2	4
O=C(COc1ccc(-c2nnco2)cc1)Nc1cc([N+](=O)[O-])ccc1F	-0.3	23
N#Cc1ccccc1COC(=O)CCN=C1NS(=O)(=O)c2ccccc21	-0.1	6
Cc1ccc(NC(=O)COC(=O)C2=NNC(=O)CC2)c(Br)c1	0.6	5
O=C(Nc1cc(Cl)ccc1N1CCOCC1)c1ccc(=O)[nH]c1	-0.2	11
CC1CN(S(=O)(=O)c2cc(C(=O)NC(C)c3cccnc3)ccc2Cl)CC(C)O1 (configuration not stated)	-0.1	9

Taken from above.
CC1CN(S(=O)(=O)c2cc(C(=O)NC(C)c3cccnc3)ccc2Cl)CC(C)O1 (configuration not stated) in Efflux pump mplx shows -0.1
C=C1[C@@H](O)[C@@H]2O[C@]3(CC[C@H](/C=C/[C@@H](C)[C@@H]4CC(C)=CC5(O[C@H](C[C@@](C)(O)C(=O)OC)CC[C@H]5O)O4)O3)CC[C@H]2O[C@@H]1[C@@H](O)C[C@H](C)[C@H]1OC2(CCCCO2)CC[C@H]1C (some centres not stated) in Efflux pump mplx shows 0.5

The list continues:
SMILES	Efflux pump mplx	PREPL inh
CN(C(=O)CSc1n[nH]c(=O)[nH]c1=O)c1ccccc1	-0.2	9
CCn1c(C)cc(C(=O)COC(=O)c2ccccc2[N+](=O)[O-])c1C	-0.5	6
COc1ccc(CCNC(=O)COC(=O)/C=C/c2ccc3c(c2)OCO3)cc1OC	0.2	13
CN(Cc1cccc(Cl)c1Cl)C(=O)c1cc(S(=O)(=O)N2CCOCC2)ccc1F	0.1	38
CC(C)(C)OC(=O)NCCCCCNC(=O)c1ncn(Cc2ccccc2)c1C(=O)NCCCCCNC(=O)OC(C)(C)C	0.7	4
O=S(=O)(/N=C(/Nc1cccnc1Cl)c1ccccc1)c1ccccc1	0.3	11
CCCCCCCC(=O)O	-0.1	18
Oc1cc(Nc2cccnc2)cc2cccnc12	0.1	29
COc1cccc(CNC(=O)COC(=O)c2ccc(Cl)s2)c1	0.1	21
O=C(COc1ccc(Cl)cc1)OCC(=O)N1CCOCC1	0.1	7
COc1ccc(/C=C/C(=O)OCC(=O)NCc2ccccc2Cl)cc1OC	0.6	14
CCC(=O)c1ccc(OCC(=O)Nc2nc(C)cs2)cc1	-0.1	5

Screens (PubChem)
